CHRM4 PAM – CHRM4 positive allosteric modulation. P08173. CHO-K1 hM4/Gqi5, Fluo-8 calcium fluorescence, ACh EC20; 0% = ACh EC20, 100% = maximal ACh. activation, % at 3 µM. actives 0.4% (n = 360,000);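 active means activation above its plate's cutoff, the mean activation of sample wells plus 3 SD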; further: some results filed as inactive read as strong as hits
Target sequence (P08173 whole entry, looked up): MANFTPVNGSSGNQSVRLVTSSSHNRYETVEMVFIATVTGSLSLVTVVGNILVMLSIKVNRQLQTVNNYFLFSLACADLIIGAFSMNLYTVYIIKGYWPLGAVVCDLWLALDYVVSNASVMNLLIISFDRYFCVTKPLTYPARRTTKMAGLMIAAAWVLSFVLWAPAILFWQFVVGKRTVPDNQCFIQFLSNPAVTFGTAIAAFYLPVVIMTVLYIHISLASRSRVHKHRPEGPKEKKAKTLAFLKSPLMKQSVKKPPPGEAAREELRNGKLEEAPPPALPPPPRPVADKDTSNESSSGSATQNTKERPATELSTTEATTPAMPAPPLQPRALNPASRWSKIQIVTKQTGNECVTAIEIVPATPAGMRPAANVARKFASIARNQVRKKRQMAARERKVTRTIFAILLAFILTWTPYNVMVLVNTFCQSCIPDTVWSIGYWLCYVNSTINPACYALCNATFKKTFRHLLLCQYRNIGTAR
M1 PAM – positive allosteric modulators of human M1 muscarinic receptor | P11229 | CHO-K1 hM1, Fluo-8 calcium fluorescence, ACh EC20; 0% = ACh EC20, 100% = maximal ACh | activation, % at 3 µM | actives 0.088% (n = 360,000) | AID 588819; in the data active means activation above about 19%, passing the limit was not always enough
CHRM1 antagonist – antagonists of human M1 muscarinic receptor. P11229. actives 1.3% (n = 360,000). CHO-K1 hM1, Fluo-8 calcium fluorescence, ACh EC80 antagonist. inhibition, % at 3 µM;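 active means percent inhibition above its own plate's cutoff, namely the mean of that plate's compound wells plus 3 SD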;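 further: peak over basal fluorescence ratio during 140 s after agonist addition; 0% = ACh EC80 plus DMSO and 100% = DMSO alone without agonist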
M5 ag – agonists of human muscarinic M5 receptor (CHRM5); P08912; CHO-K1 hM5 cells, Fluo-8 calcium fluorescence; 0% DMSO wells, 100% maximal acetylcholine response; activation, % at 3 µM; actives 0.19% (n = 360,000);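 active means activation above the run's mean over test compounds plus 3 SD, cut at about 23% in these data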;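 further: signal is peak over basal fluorescence ratio across the kinetic read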
Target sequence (P08912 whole entry, looked up): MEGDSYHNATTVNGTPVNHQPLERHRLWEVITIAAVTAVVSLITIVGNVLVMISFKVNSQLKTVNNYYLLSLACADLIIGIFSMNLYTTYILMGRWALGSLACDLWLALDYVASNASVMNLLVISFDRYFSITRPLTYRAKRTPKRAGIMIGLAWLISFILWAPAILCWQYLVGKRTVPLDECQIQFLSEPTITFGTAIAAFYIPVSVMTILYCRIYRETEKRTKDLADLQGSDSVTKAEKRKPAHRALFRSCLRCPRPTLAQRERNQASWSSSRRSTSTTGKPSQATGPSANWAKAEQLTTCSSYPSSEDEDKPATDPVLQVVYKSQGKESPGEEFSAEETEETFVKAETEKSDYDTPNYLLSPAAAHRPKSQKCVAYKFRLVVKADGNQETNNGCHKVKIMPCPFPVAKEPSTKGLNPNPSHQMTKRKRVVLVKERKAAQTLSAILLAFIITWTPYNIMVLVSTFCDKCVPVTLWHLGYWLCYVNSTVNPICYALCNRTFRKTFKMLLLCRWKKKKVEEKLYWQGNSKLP
M5 PAM – potentiates acetylcholine response at human M5 receptor; P08912; AID 624038; activation, % at 3 µM; actives 0.3% (n = 360,000); CHO-K1 hM5, Fluo-8 calcium, ACh EC20 PAM; 0% = ACh EC20, 100% = ACh EC100;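 active means activation above the run cutoff, the mean activation of all test compounds plus 3 SD, cut at about 18% in these data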
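Assay system: CHO-K1 hM5 cells / Incubation: Fluo-8 loading 80 min at 37 °C plus 30 min room temperature / Technique: Fluo-8 calcium dye fluorescence, kinetic read / Repeats: single replicate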
M4 antag – blocks acetylcholine activation of human M4 receptor | P08173 | CHO-hM4 cells, ACh EC80, Fluo-8 calcium fluorescence | inhibition, % at 3 µM | actives 0.73% (n = 360,000) | AID 624125;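 active means inhibition above its plate's cutoff, the mean inhibition of sample wells plus 3 SD, cut at about 27% in these data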;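 further: 0% = acetylcholine EC80 with DMSO and 100% = DMSO without agonist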
CHRM5 antagonist – antagonists of human muscarinic M5 receptor (CHRM5) | inhibition, % at 3 µM | CHO-hM5 cells, Fluo-8 calcium fluorescence, ACh EC80 | P08912 | AID 624040 | actives 0.59% (n = 360,000);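 active means inhibition above a per-plate cutoff, the mean of that plate's test compounds plus 3 SD, cut at about 27% in these data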;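 further: 0% = acetylcholine EC80 with DMSO and 100% = DMSO without agonist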
CRFR2-BP ag – CRF-BP/CRF-R2 complex agonism; HEK293 CRF-R2/CRF-BP, calcium dye fluorescence (FLIPR); percent of saturating CRF peptide response; activation, % at 13.2 µM; actives 0.46% (n = 350,000); AID 588473;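 active means activation of at least 50%, plus an integration ratio under a set limit after plate pattern correction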;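 further: plate controls were neutral control wells without compound for no effect and CRF at EC100 for full effect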
CHRM4 agonist – agonists of human muscarinic M4 receptor (CHRM4). P08173. CHO-K1 hM4/Gqi5, Fluo-8 calcium fluorescence; vehicle 0%, full acetylcholine response 100%. activation, % at 3 µM. actives 0.14% (n = 360,000). AID 624127;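 active means activation above the run mean over all test wells plus 3 SD, cut at about 32% in these data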;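 further: peak over basal fluorescence ratio per well then scaled between controls; 0% = DMSO wells and 100% = acetylcholine at EC100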
Starred values were filed as active, the others as inactive; / = no result given. Compounds were not picked by outcome (roughly 2.8% active in at least one column).

Start of the data: the first five compounds, to show the layout:
CHRM4 PAM,M1 PAM,CHRM1 antagonist,M5 ag,M5 PAM,M4 antag,CHRM5 antagonist,CRFR2-BP ag,CHRM4 agonist,SMILES
14,17,-20,-4,10,9,-2,-0.1,4,O=C1C2=C(NC(=S)NC2c2ccc(Cl)cc2)NC(c2ccc(Cl)cc2)N1c1ccc(Cl)cc1 (stereo unspecified)
2,6,-57,-6,-4,-11,-6,2.3,-2,Cc1cccc(Cn2c(=O)n(Cc3ccco3)c(=O)c3ccccc32)c1
6,6,-7,-3,-6,-3,8,1.2,0,COCC(=O)NC1CCN(S(=O)(=O)c2ccc(C(=O)O)cc2)CC1
4,10,-14,-2,6,-4,-14,-1.2,0,Cc1ccnc(NC(=O)c2ccc3[nH]c(=O)c(=O)[nH]c3c2)c1
13,1,-5,0,0,10,5,2.1,1,Cc1ccc(-c2csc(N3CCN(c4cc5c(cc4Cl)nc(C)n5CCN4CCCCC4)CC3)n2)cc1

The listing, from the start:
CHRM4 PAM,M1 PAM,CHRM1 antagonist,M5 ag,M5 PAM,M4 antag,CHRM5 antagonist,CRFR2-BP ag,CHRM4 agonist,SMILES
14,17,-20,-4,10,9,-2,-0.1,4,O=C1C2=C(NC(=S)NC2c2ccc(Cl)cc2)NC(c2ccc(Cl)cc2)N1c1ccc(Cl)cc1 (stereo unspecified)
2,6,-57,-6,-4,-11,-6,2.3,-2,Cc1cccc(Cn2c(=O)n(Cc3ccco3)c(=O)c3ccccc32)c1
6,6,-7,-3,-6,-3,8,1.2,0,COCC(=O)NC1CCN(S(=O)(=O)c2ccc(C(=O)O)cc2)CC1
4,10,-14,-2,6,-4,-14,-1.2,0,Cc1ccnc(NC(=O)c2ccc3[nH]c(=O)c(=O)[nH]c3c2)c1
13,1,-5,0,0,10,5,2.1,1,Cc1ccc(-c2csc(N3CCN(c4cc5c(cc4Cl)nc(C)n5CCN4CCCCC4)CC3)n2)cc1
-7,3,-21,0,-9,2,12,-2.3,1,CCC(C)(C)n1nnnc1C(c1cccs1)N1CCN(c2nc3ccccc3s2)CC1 (stereo unspecified)
-12,-25,57*,-11,-26,2,14,8.6,1,O=C1C(Cl)=C(N2CCN(Cc3ccccc3)CC2)C(=O)N1Cc1ccccc1
0,2,-3,-4,3,7,3,3.0,1,O=C(CN1CCN(S(=O)(=O)c2ccc(Br)cc2)CC1)c1ccc(O)c(O)c1
-2,-4,-4,0,-3,5,11,4.6,0,CC(C)NC(=O)N(C)C[C@@H]1Oc2c(NC(=O)C3CCOCC3)cccc2C(=O)N([C@@H](C)CO)C[C@H]1C
3,0,0,-1,-5,-4,6,0.5,1,COc1ccc(N2C(=O)c3ccccc3NC23C(=O)N(C)c2ccccc23)cc1 (stereo unspecified)
0,5,-1,-4,3,0,-3,0.9,0,CN(C)c1ccc(CC(=O)c2nc3ccccc3s2)cc1
-4,0,1,0,-5,0,12,/,3,CCc1nc2c(OCc3ccc(C(=O)N(C)C)cc3)cccn2c1N(C=O)Cc1ccccc1
-9,-2,4,-2,-4,10,12,3.4,0,CC(=O)c1sc(NC(=O)c2ccccc2)nc1-c1ccccc1
-7,1,2,-1,-7,10,3,14,0,Cc1cc(C)c(S(=O)(=O)N2CCN(C(=O)CCOc3ccccc3C)CC2)c(C)c1
11,14,-4,0,4,21,-4,-0.2,0,CCc1cccc(C)c1NC(=S)N(CCOC)C(C)c1ccco1 (stereo unspecified)
-2,2,-4,-1,-3,1,8,-0.1,0,O=C(O)c1ccc2c(c1)C(=O)N(CCc1c[nH]c3ccccc13)C2=O
1,-2,1,-2,3,-3,-2,-0.7,0,O=C(CN(CC1CCCO1)C(=O)CNS(=O)(=O)c1ccc(F)cc1)NCCc1ccccc1 (stereo unspecified)
6,6,-14,0,1,-1,9,-0.7,0,CC(C)(C)OC(=O)NC(CO)c1cn([C@@H](Cc2cc3ccccc3[nH]2)C(=O)N2CCN(C(=O)OC(C)(C)C)CC2)nn1 (stereo partly specified)
-7,8,6,4,-1,4,2,-0.1,4,CCN(CC)S(=O)(=O)c1ccc(N2CCOCC2)c(NC(=O)C(=O)c2c(-c3ccccc3)cc3ccccn23)c1
-4,-6,12,-5,-3,4,1,-2.6,0,O=C(CSCc1ccccc1)Nc1ccc(Cl)cn1
5,4,-11,2,-7,-2,2,-0.9,1,C=CCc1cccc2cc(NC(C)=O)c(=O)oc12
2,1,-6,-1,-5,-10,12,-0.3,3,CCOc1ccc(NC(=O)CCCCn2c(=O)[nH]c3ccsc3c2=O)cc1
2,4,-7,-2,-4,-1,20,5.7,3,O=C(C1=C[C@@H](c2csc3ccccc23)C[C@@H](OCc2ccc(CO)cc2)O1)N1CCN(Cc2ccc3c(c2)OCO3)CC1
9,2,-10,-4,3,-6,15,-3.4,0,Cc1c(C)c([N+](=O)[O-])c(C)c(C)c1N
1,2,-3,-3,1,-1,5,-1.0,1,COc1ccc2c(c1)sc(=N)n2C

Filtered by structure, the entries above containing an aryl methoxy group (2)
CHRM4 PAM,M1 PAM,CHRM1 antagonist,M5 ag,M5 PAM,M4 antag,CHRM5 antagonist,CRFR2-BP ag,CHRM4 agonist,SMILES
3,0,0,-1,-5,-4,6,0.5,1,COc1ccc(N2C(=O)c3ccccc3NC23C(=O)N(C)c2ccccc23)cc1 (stereo unspecified)
1,2,-3,-3,1,-1,5,-1.0,1,COc1ccc2c(c1)sc(=N)n2C

(cont.)
CHRM4 PAM,M1 PAM,CHRM1 antagonist,M5 ag,M5 PAM,M4 antag,CHRM5 antagonist,CRFR2-BP ag,CHRM4 agonist,SMILES
11,-6,-3,-11,3,-19,5,1.6,2,CC(C)c1ccc(CN(C)CC(O)c2ccccc2)cc1 (stereo unspecified)
1,6,-5,2,2,2,7,/,2,COc1cccc(-c2cnc(C(O)c3cccc(C)c3C)[nH]2)c1 (stereo unspecified)
2,10,-6,0,-2,-3,4,-0.5,1,CC1CN(C(=O)c2cn3ccccc3n2)CC(C)O1 (stereo unspecified)
1,-8,19,-3,-6,-8,-1,1.8,-4,COc1ccccc1N1CCN(C(=O)c2cc(-c3ccc(C)cc3)on2)CC1
1,3,-7,-3,-6,-15,3,2.1,1,CN(NC(=O)COc1ccccc1)c1ccccc1
1,7,-1,1,-5,-5,23,-1.6,1,CCCNC(=O)COc1ncnc2sccc12
7,6,-7,6,7,0,1,6.7,6,O=C(CN1C(=O)NC2(CCCCCCC2)C1=O)N1CCc2ccccc2C1
-2,3,4,-4,-1,0,6,-1.6,1,COc1ccccc1C(=O)N/C(=C\c1cn(C)c2ccccc12)C(=O)NCCCn1ccnc1
0,7,-18,1,-1,-7,1,/,0,Cc1cc(C(=O)N2CCCC2(C)C(=O)NCC(C)C)nn1C(C)(C)C (stereo unspecified)
-9,-16,10,-8,-7,-2,4,-1.0,5,Cc1ccccc1NS(=O)(=O)c1ccc(C(=O)NCC(c2ccco2)N2CCCCC2)cc1 (stereo unspecified)
6,1,-10,-4,-3,-6,-2,-3.7,4,Cc1c(NC(=O)CSc2nnc3c4ccccc4n(CCc4ccccc4)c3n2)c(=O)n(-c2ccccc2)n1C
3,0,8,1,-3,-2,4,-0.7,1,O=C(NCc1n[nH]c(=S)n1-c1ccc(F)cc1)c1ccco1
2,-3,-3,5,-4,-5,3,50*,11,COc1ccc(C(=O)N/N=C/c2sc3ccccc3c2O)cc1
7,2,-4,1,-11,-15,0,0.9,6,COc1ccc(CC(=O)OCC(=O)N2CCc3ccccc32)cc1OC
10,6,-16,0,5,-21,-5,-1.4,1,CC(=O)Nc1ccc(NC(=O)C(C)Sc2nnc(C3CC3)n2-c2ccccc2)cc1 (stereo unspecified)
-3,5,-5,2,-3,-4,7,1.6,13,COc1cccc(N2C(=O)CC(NNc3nc4ccccc4s3)C2=O)c1 (stereo unspecified)
2,-1,-1,1,-4,-1,4,16,5,NC(=O)C1(N2CCCCC2)CCN(Cc2ccccc2Cl)CC1
2,2,1,-8,-3,-10,3,-0.3,1,Cc1ccc(C2C3=C(CC(C)(C)CC3=O)N(CCN3CCOCC3)C3=C2C(=O)CC(C)(C)C3)cc1
6,3,-4,-6,-3,-14,-4,0.4,5,Cc1ccc(N(CC(=O)NCc2cccs2)S(=O)(=O)c2cccs2)cc1
12,9,-4,2,11,-3,-5,-0.8,2,CNS(=O)(=O)c1ccc2c(c1)NC(=O)C1CCCN21 (stereo unspecified)
-5,5,-8,-2,4,8,-6,-0.4,1,CCC(=O)Nc1sc(C(=O)Nc2ccccc2)c(C)c1C(=O)OC
-12,/,/,-3,-5,-4,0,/,0,O=[N+]([O-])c1ccc(Br)c(CN2CCN(c3ncc(Cc4ccccc4)cn3)CC2)c1
0,8,-8,-9,6,1,9,-0.4,1,CC(C#N)(CCc1ccccn1)CCc1ccccn1
6,15,-9,-1,4,-9,-7,-0.6,-1,CCCCCn1cnc2c(=S)nc(N)[nH]c21
3,5,-5,-6,-2,4,2,-0.4,-2,O=C(/C=C/c1c(Cl)cccc1Cl)NCCc1ccccc1
4,7,-15,-3,3,2,-1,2.4,0,C=CCn1c(=N)c(C(=O)NCCCOC)cc2c(=O)n3ccccc3nc21
-3,4,3,-1,0,4,-1,2.7,3,CCC(OC(=O)CN1C(=O)c2ccccc2C1=O)C(=O)NC1CCCC1 (stereo unspecified)
-6,5,-10,-1,-3,-4,1,-2.7,4,Cc1ccc(Nc2nc(N)c([N+](=O)[O-])c(N3CCOCC3)n2)cc1
19,12,-7,3,10,0,1,-0.4,2,C[C@@H]1O[C@@H](OC[C@H]2O[C@@H](Oc3cc(O)c4c(=O)cc(-c5ccc(O)c(O)c5)oc4c3)[C@H](O)[C@@H](O)[C@@H]2O)[C@H](O)[C@H](O)[C@H]1O
-6,-10,17,-1,7,16,-9,/,0,COc1ccc(C(C)(O)c2nc(-c3cccc(C(C)C)c3)cs2)cc1 (stereo unspecified)

Retrieved by structure from the entries so far (2):
CHRM4 PAM,M1 PAM,CHRM1 antagonist,M5 ag,M5 PAM,M4 antag,CHRM5 antagonist,CRFR2-BP ag,CHRM4 agonist,SMILES
2,6,-57,-6,-4,-11,-6,2.3,-2,Cc1cccc(Cn2c(=O)n(Cc3ccco3)c(=O)c3ccccc32)c1
3,0,8,1,-3,-2,4,-0.7,1,O=C(NCc1n[nH]c(=S)n1-c1ccc(F)cc1)c1ccco1

Some of the entries so far, bar-delimited.
Molecule | CHRM4 PAM | M1 PAM | CHRM1 antagonist | M5 ag | M5 PAM | M4 antag | CHRM5 antagonist | CRFR2-BP ag | CHRM4 agonist
COc1ccc(C(C)(O)c2nc(-c3cccc(C(C)C)c3)cs2)cc1 (stereo unspecified) | -6 | -10 | 17 | -1 | 7 | 16 | -9 | / | 0
CCC(OC(=O)CN1C(=O)c2ccccc2C1=O)C(=O)NC1CCCC1 (stereo unspecified) | -3 | 4 | 3 | -1 | 0 | 4 | -1 | 2.7 | 3
